# Statin myotox sup = suppressors of statin myotoxicity in C2C12 myotubes, primary screen, cell-based, single point, plate reader | C2C12 myotubes + simvastatin, ATP luminescence, 48 h; scaled: DMSO 0, geranylgeraniol control 100 | rescue of ATP level, % at 7.49 µM | 330,000 compounds, 0.78% hits;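 active = mean ATP rescue above about 67%, or every replicate alone reaching that limit, limit read from the data, passing the limit was not always enough; inconclusive = no clear call, values can overlap the other calls; inactive = mean under the limit and some replicate under it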;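 note: myotubes were challenged with 10 µM simvastatin during compound exposure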
# Cneo AK release = Cryptococcus neoformans cell lysis inducers, primary screen, AK release luminescence, single concentration | C. neoformans lysis, adenylate kinase release luminescence, 4 h; normalised: neutral wells 0, clomiphene wells 100 | lysis activity, % at 15 µM | 360,000 compounds, 0.2% hits | AID 651654, 2012;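 active = mean lysis activity across replicates of at least 80%, whatever share of replicates individually reach that level; inactive = mean lysis activity below 80%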
#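 Material – Cryptococcus neoformans yeast cells · Quantity – 5 × 10^6 yeast cells/mL · Buffer or medium – YPD medium · Compound – single dose · Timing – 4 h static compound exposure, 37 °C, read 1 h post-reagent · Signal – adenylate kinase release luminescence · Read-out basis – lysis from increased AK signal · Benchmarks – Clomiphene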
# PGC1a acetyl inh = inhibitors of PGC1a acetylation signal, primary screen, cell-based, U2OS, AlphaScreen, inhibitor mode | AlphaScreen anti-acetyl-lysine; with virally co-expressed GCN5 acetyltransferase | inhibition, % at 15.6 µM | 350,000 compounds, 0.17% hits;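 active = every replicate shows inhibition of at least 40%; inconclusive = mean inhibition at least 40% but some replicate below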;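 note: 0% = neutral control wells and 100% = positive control wells; some results beyond the cut were filed as inactive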
# * = called active by the depositor; ? = inconclusive.
SMILES,Statin myotox sup,Cneo AK release,PGC1a acetyl inh
Cc1c(O)cc2n(c1=O)-c1ccc(Cl)cc1C2(C)C,-2,-3,5
CCCc1cc(=O)[nH]c(SCC(=O)NC(=O)OCC)n1,-5,0,-14
CC(C)(C)c1csc(NC(=O)c2ccc(Cl)s2)n1,-26,-4,-7
O=C(Oc1ccccc1)c1ccc2nccnc2c1,8,1,5
Cc1cc(N2CC(=O)N(CCc3ccccc3)C(=O)C2)n2ncnc2n1,1,1,4
Cc1ccc(-c2[nH]nc3c2C(c2ccoc2)C(C#N)=C(N)O3)cc1C (centres undefined),28,-1,-16
Cn1nc(C(F)(F)F)c(C(=O)Nc2ccc(Cl)cc2)c1Cl,1,-3,2
Cc1cccc(C)c1NC(=S)N/N=C/c1ccc(OCCC(C)C)cc1,8,0,-5
CCN(CC)CCOc1c(Br)ccc2c1sc1nc3n(c(=O)c12)CCC3,12,-2,-16
CC(=O)Nc1ccc(OCC(O)Cn2cnc3ccccc32)cc1 (centres undefined),6,2,13
O=C1NC2c3ccccc3C(=O)N2c2c1cnn2-c1ccccc1 (centres undefined),-6,3,-5
CC(C)(C)C(=O)OCCn1c(=O)c2cc3c(=O)n(CCOC(=O)C(C)(C)C)c(=O)c3cc2c1=O,13,1,3
Cc1[nH]c2ccccc2c1Cc1nnc(SCCC#N)o1,14,0,-5
CCn1c(=O)cc(SCC(=O)Nc2ccc(Cl)cc2)c2ccccc21,-10,-3,5
CC(C)C(=O)NCCCc1ccccc1,6,0,-6

# Retrieved by compound from above:
SMILES,Statin myotox sup,Cneo AK release,PGC1a acetyl inh
CC(=O)Nc1ccc(OCC(O)Cn2cnc3ccccc32)cc1 (centres undefined),6,2,13
Cc1cccc(C)c1NC(=S)N/N=C/c1ccc(OCCC(C)C)cc1,8,0,-5
Cc1ccc(-c2[nH]nc3c2C(c2ccoc2)C(C#N)=C(N)O3)cc1C (centres undefined),28,-1,-16
CC(C)C(=O)NCCCc1ccccc1,6,0,-6
Cc1[nH]c2ccccc2c1Cc1nnc(SCCC#N)o1,14,0,-5
O=C1NC2c3ccccc3C(=O)N2c2c1cnn2-c1ccccc1 (centres undefined),-6,3,-5
CCCc1cc(=O)[nH]c(SCC(=O)NC(=O)OCC)n1,-5,0,-14

# (further entries)
SMILES,Statin myotox sup,Cneo AK release,PGC1a acetyl inh
Cn1c(/N=C/c2c(O)ccc3ccccc23)nc2ccccc21,75*,6,-19
CNC(=O)CCn1nc(-c2ccc(Cl)cc2)c2ccccc2c1=O,2,1,6
O=C(c1cc2ccccc2oc1=O)N(Cc1ccccc1)Cc1ccc2c(c1)OCO2,14,1,-13
C=CCOc1ccc(C2C(C(=O)c3ccco3)=C(O)C(=O)N2CCCN(CC)CC)cc1 (centres undefined),12,-1,-5
C=CCn1c(COC)nnc1SCC(=O)c1ccc(F)cc1,6,0,1
C/C=C/c1ccccc1OCc1ccc(C(=O)OC)o1,-13,0,3
COc1cc(C2c3c(n[nH]c3C)C(=O)N2c2ccc(C)cc2)ccc1O (centres undefined),-1,-1,-2
CCOc1cc(N2CCOCC2)c(OCC)cc1NC(=O)COc1ncnc2ccccc12,-3,1,13
COCCCNC(=O)CCN1C(=O)COc2ccccc21,-1,2,6
CCCCn1nnnc1SCC(=O)N(CC)CC,4,0,5
COc1ccc(CN=C(C)c2c(C(F)(F)F)[nH]n(-c3nc4ccccc4s3)c2=O)cc1,-16,4,4
Cc1ccc(SCC(=O)c2cc(C)c(OC(=S)N(C)C)c(C)c2)cc1,-51,1,-41
CCCNS(=O)(=O)c1ccc(CCC(=O)N2CCOCC2)cc1,-6,0,1
COc1cc2[nH]c(=O)n(CCC(=O)NC3CCN(Cc4ccccc4)CC3)c(=O)c2cc1OC,-9,-1,-2
CCCCCCn1c(N2CCC(C(N)=O)CC2)nc2c1c(=O)n(C)c(=O)n2C,?,0,0
Cc1nc2sc(C(c3ccco3)N3CC(C)OC(C)C3)c(O)n2n1 (centres undefined),-3,-5,1
CCn1c(=O)n(CC)c2cc([N+](=O)[O-])ccc21,-5,5,11
Nc1nc(SCc2ccccc2Cl)[nH]c(=O)c1-c1ccccc1,-23,-2,13
O=C(CC(NC(=O)c1ccccc1Cl)c1ccccc1)Nc1ccc2c(c1)OCO2 (centres undefined),17,2,2
O=C(NCC1CCCO1)C1CCCN1C(=O)NC1CCCCC1 (centres undefined),-1,1,-41
O=C(NCC1CCCO1)c1nn2cccnc2c1Cl (centres undefined),-10,-1,5
COc1ccc(C(C[N+](=O)[O-])c2c(-c3ccccc3)cc3ccccn23)cc1OC (centres undefined),1,1,13
CCc1c(C)nc2ncnn2c1NCc1cccs1,-19,1,8
O=C(CSc1nnc(-c2ccncc2)n1Cc1ccco1)Nc1nccs1,5,2,-7
Cc1ccc(CNC(=O)CCCOc2cc(=O)n(C)c3ccccc23)o1,-10,-1,-19
CSc1ccccc1NC(=O)CN(c1ccccc1)S(=O)(=O)N(C)C,3,-1,2
Cc1ccc(C(=O)Cn2c(NCCO)nc3ccccc32)cc1,-2,1,-2
CCOC(=O)c1cnc(-n2nc(C)cc2C)nc1NCc1ccc2c(c1)OCO2,16,-1,-6
CC(=O)N1N=C(c2ccc(C)cc2)OC1c1ccc(C(C)C)cc1 (centres undefined),-4,-6,-2
COC(=O)CCN(c1ccccc1)S(=O)(=O)c1ccc(OC)cc1,28,4,-18
Cc1nc([N+](=O)[O-])c(Br)n1CC(=O)c1ccc(Br)cc1,3,-2,64*
Cc1ccccc1CSCC(=O)c1c(N)n(CC(C)C)c(=O)n(C)c1=O,17,-5,13
Cn1c(N2CCN(c3ccccn3)CC2)nc2c1c(=O)n(Cc1ccccc1Cl)c(=O)n2C,-52,-3,6
CC(C)OC(=O)c1cc(C(=O)c2cc(F)ccc2O)coc1=N,24,-3,-12
CCN(CC)C(=O)CSc1nc2ccccc2c(=O)n1OC,5,1,-7
Nc1nc(C23CC4CC(CC(C4)C2)C3)cs1,-10,0,3
Cn1ncc(C#N)c1/N=C/N1CCCC1,-11,-1,3
CCCC(=O)NC(NC(=S)Nc1c(C)n(C)n(-c2ccccc2)c1=O)C(Cl)(Cl)Cl (centres undefined),1,0,-10
CCCCOc1ccc(/C=N/NC(=S)Nc2cc(C)ccc2C)cc1,8,0,-4
CCOc1ccccc1N(CC(=O)Nc1ccccc1C(=O)OC)S(C)(=O)=O,-11,0,-3
O=C(Nc1ccc(N2CCN(C(=O)c3ccccc3)CC2)c(Cl)c1)c1ccco1,122*,-1,1
CCSc1nnc(NC(=O)CSc2ncccn2)s1,4,1,-10
Cn1c(=O)c2cc(NC(=O)NCCc3cccs3)ccc2n1-c1ccc(C(C)(C)C)cc1,-12,3,-2
Cc1cc(C)c(C#N)c(SCC(=O)C(C)(C)C)n1,-9,1,14
CC(C)c1c(O)nc(SCc2ccccc2)[nH]c1=O,-9,-1,3
CCOC(=O)c1cnc2c(cnn2C)c1NCCC(O)C(F)(F)F (centres undefined),1,8,11
CNC(=O)C1C2C=CC3(O2)C1C(=O)N(C1CC1)C3C(=O)NCc1ccc(OC)cc1 (centres undefined),31,-1,4
CCOC(=O)C1=C(C)N(c2ccc(C)cc2)C(=O)/C1=C\c1cccs1,6,3,4
Cn1c(NC(=O)c2ccc(Cl)cc2)c(-c2ccccn2)c(=O)c2ccccc21,56,1,17
Cc1ccc(-c2nnc(SCC(=O)O)n2N)cc1,-8,1,0
Cc1ccc(N2C(=O)C3C(c4ccccc4)(C2=O)C3(c2ccccc2)c2ccccc2)cc1 (centres undefined),62,5,-48
O=c1n(-c2cccc(Cl)c2)c(=O)n2n1CCC2,0,15,-2
C=CCN1C(=O)N(/C=C/C)c2cccc3cccc1c23,12,-6,-60
COc1ccc(S(=O)(=O)N/N=C\c2ccc(OC)c(COc3ccc(C)cc3[N+](=O)[O-])c2)cc1,99*,-1,-2
S=c1[nH]nc(-c2ccc3ccccc3n2)o1,7,0,8
CCCCn1c(CN(Cc2ccccc2)Cc2ccccc2)nc2c1c(=O)n(C)c(=O)n2C,53,3,-93
O=C(CCN1CCc2ccccc2C1)Nc1ccc2c(c1)OCO2,-1,0,-12
Cc1ccc(CCNC(=O)c2ccc(CS(=O)(=O)Cc3ccccc3F)o2)cc1,-7,-1,-8
CC1(C)CC(=O)c2cnc(NC(=O)CCc3ccccc3)nc2C1,93*,1,7
COc1ccc(OCCNS(=O)(=O)c2ccc3oc4ccccc4c3c2)cc1,101*,1,4

# Later entries
SMILES,Statin myotox sup,Cneo AK release,PGC1a acetyl inh
O=c1cc(CN2CCC3(CC2)OCCO3)c2c(ccc3ccccc32)o1,16,-2,-1
O=C(CN1CCN(Cc2ccccc2)CC1)NC(=O)NCc1ccco1,-2,1,8
CC12CCC(c3nnc(SCC(=O)Nc4cccc5ccccc45)nc31)C2(C)C (centres undefined),1,1,-14
O=C(CNC(=O)C1CCCCC1)Nc1cc(Cl)cc(Cl)c1,4,1,3
CCC(=O)Nc1nc(-c2ccccc2)ns1,-9,-3,-8
COc1ccc(C(C)n2c(C)c3c(C)nnc(C)c3c2C)cc1 (centres undefined),-14,-2,6
CCOC(=O)Nc1ccc(=O)n(Cc2c(Cl)cccc2Cl)c1,0,13,5
Cc1[nH]c(=S)c(C#N)c(C)c1C(=O)Nc1ccccc1,3,0,4
Cc1ccc(CC(=O)OCCNC(=O)c2cccnc2)cc1,-3,1,7
O=C(CCC(=O)OCC(F)(F)C(F)F)Nc1ccc(Cl)cc1,-17,5,11
CN(C)C(CNC(=O)CSc1nnc(-c2ccco2)o1)c1ccccc1 (centres undefined),0,0,9
Cn1cccc1-c1nc2ccc(NC(=O)c3ccco3)cc2[nH]1,-43,-2,-13
CC(=O)Nc1ccc(SCC(=O)OCC(=O)NC(=O)NCc2ccco2)cc1,7,0,9
CCCC(=O)N(c1ccc(OC)cc1)C1C=CS(=O)(=O)C1 (centres undefined),3,3,6
COCCNC(=O)CN(C(=O)Cn1nnc2ccccc21)c1ccccc1,1,-5,-9

# PGC1a acetyl inh, what is marked active above
canonical_smiles	PGC1a acetyl inh
Cc1nc([N+](=O)[O-])c(Br)n1CC(=O)c1ccc(Br)cc1	64*

# Other structures.
SMILES,Statin myotox sup,Cneo AK release,PGC1a acetyl inh
Cc1nnc(N(C)C(=O)c2cccnc2)s1,87*,0,5
CCN1C(=O)C(CC(=O)Nc2ccc(Br)cc2)N(CCCc2ccccc2)C1=S (centres undefined),4,14,-21
CC(C(=O)NCc1ccco1)n1cc(C(=O)c2ccco2)c2ccccc21 (centres undefined),-7,5,-9
O=C(/C=C/c1ccccc1)NCCSc1ccc(Cl)cc1,-5,11,-9
CN(C)S(=O)(=O)c1ccc(N2CCCC2)c(C(=O)NCc2ccc(Cl)cc2)c1,4,1,4
O=C(NCCSCc1ccco1)Nc1ccc(Cl)cc1,6,3,-1
Nc1nc(CN2CCN(c3ccccc3)CC2)nc(N2CCCc3ccccc32)n1,3,-1,0
COC(=O)c1ccc(OC)cc1OCC(=O)N1CCN(c2ccc(F)cc2)CC1,7,-2,-8
Cc1cc(/C=C\c2ccc3cc(N(C)C)ccc3[n+]2C)c(C)n1-c1ccccc1,-206,-6,68*
COC(=O)c1ccc(C2NC(=O)NC(C)=C2C(=O)N(C)C)cc1 (centres undefined),0,-1,-6
Cc1cccc(CCNS(=O)(=O)c2ccc(S(=O)(=O)N3CCC(C)CC3)cc2)c1,5,-4,-2
O=C(CSc1nn(-c2ccccc2)c(=S)s1)NC(=O)NCc1ccco1,10,1,-9
CCCC(=O)Nc1ccc(C(=O)Nc2cc(C(F)(F)F)ccc2Cl)cc1,-81,4,2
CCOc1cc(C2C(C(=O)OCC(C)C)=C(C)N=C3SCCC(=O)N32)ccc1OC(C)=O (centres undefined),4,-1,1
COC(=O)NC1CSCC1OC(=O)c1ccc(Br)cc1 (centres undefined),-10,-1,0
COc1ccc(-c2noc(CCCC(=O)NCCc3ccccc3)n2)cc1OC,151*,0,-4
Clc1ccccc1Cn1nnc(-c2cccs2)n1,-3,2,-7
CN1C(=O)CC(NNC(=O)c2ccccc2)C1=O (centres undefined),-6,2,-10
CCCC(=O)c1ccc(N2CCCCCC2)c(F)c1,-8,-4,7
COc1ccc(OC)c(NC(=O)CCN2CC(C)OC(C)C2)c1 (centres undefined),-4,-2,-9
CC(c1ccccc1)n1cc(C(=O)NCc2cccnc2)nn1 (centres undefined),-1,1,-13
CSc1cccc(NC(=O)C2CCCN2S(=O)(=O)c2ccc3c(c2)CCC(=O)N3)c1 (centres undefined),11,-1,10
CC(=O)N1c2ccc(S(=O)(=O)N(C)CC(=O)N3CCCC3)cc2CC1C (centres undefined),10,4,-7
COC(=O)c1oc2ccc(Cl)cc2c1N,-10,0,-6
CC(C)c1ccc(NC(=O)C2CC(=O)N(C(C)C)C2)cc1 (centres undefined),-29,-1,-12

# Individual results from the results shown:
# Statin myotox sup with CCCC(=O)c1ccc(N2CCCCCC2)c(F)c1 → -8
# Statin myotox sup with Clc1ccccc1Cn1nnc(-c2cccs2)n1 → -3
# Statin myotox sup with CC(C)c1ccc(NC(=O)C2CC(=O)N(C(C)C)C2)cc1 (centres undefined) → -29
# Statin myotox sup with CN1C(=O)CC(NNC(=O)c2ccccc2)C1=O (centres undefined) → -6

# Compound activity: PubChem BioAssay, Broad Institute

# Not all compounds are listed; rates above refer to the full screens.
